Screens: PubChem, several laboratories
NR2E3 ag-1: inhibitors of NR2E3-RetCOR corepressor binding, primary screen, NR2E3 agonist project, biochemical, TR-FRET, GST-NR2E3, biotin-RetCOR; Photoreceptor-specific nuclear receptor (Homo sapiens), Q9Y5X4; 1536-well; inhibition of corepressor binding, % at 4.78 µM; actives 0.12% (n = 320,000); AID 2300, 2010;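 active means percent inhibition above the cutoff of mean plus 3 SD of all tested compounds, set per screening campaign, cut at about 20% in these data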;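 further: 0% = DMSO wells and 100% = biotin wells as full block of FRET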
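Test system – NR2E3–RetCOR corepressor complex · Quantity – NR2E3 fusion 1.35 nM · Buffer or medium – Tris pH 7.5 · Incubation – Compound–protein incubation for 5 h at 4 °C · Technique – TR-FRET, Eu(K)-anti-GST donor, streptavidin-D2 acceptor, ex 340, em 617/671 nm · Evaluation – percent inhibition of 671/617 nm emission ratio versus biotin and DMSO controls · Plate – 1536-well format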
TRPM1 prom inh: inhibitors of MITF-dependent TRPM1 promoter reporter, primary screen, cell-based, SK-MEL-5, single point, luciferase; SK-MEL-5 TRPM1 promoter luciferase, 24 h; inhibition, % at 12.5 µM; actives 0.83% (n = 330,000); AID 488899, 2010;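 active means mean inhibition across replicates of 60% or more, whatever share of single replicates reaches that level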; further: values of inactives mirror those of a sister screen read the other way
PDI inh: inhibitors of human PDI, primary screen, biochemical, turbidity, single point, plate reader; Protein disulfide-isomerase (Homo sapiens), P07237; PDI insulin aggregation turbidity, A650, 90 min; inhibition, % at 10 µM; actives 0.052% (n = 350,000); AID 588391, 2011;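 active means mean inhibition across replicates of 30% or more, whatever share of single replicates reach that level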;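 further: absorbance from insulin aggregation driven by PDI reduction with DTT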
Target sequence (P07237 whole entry, looked up): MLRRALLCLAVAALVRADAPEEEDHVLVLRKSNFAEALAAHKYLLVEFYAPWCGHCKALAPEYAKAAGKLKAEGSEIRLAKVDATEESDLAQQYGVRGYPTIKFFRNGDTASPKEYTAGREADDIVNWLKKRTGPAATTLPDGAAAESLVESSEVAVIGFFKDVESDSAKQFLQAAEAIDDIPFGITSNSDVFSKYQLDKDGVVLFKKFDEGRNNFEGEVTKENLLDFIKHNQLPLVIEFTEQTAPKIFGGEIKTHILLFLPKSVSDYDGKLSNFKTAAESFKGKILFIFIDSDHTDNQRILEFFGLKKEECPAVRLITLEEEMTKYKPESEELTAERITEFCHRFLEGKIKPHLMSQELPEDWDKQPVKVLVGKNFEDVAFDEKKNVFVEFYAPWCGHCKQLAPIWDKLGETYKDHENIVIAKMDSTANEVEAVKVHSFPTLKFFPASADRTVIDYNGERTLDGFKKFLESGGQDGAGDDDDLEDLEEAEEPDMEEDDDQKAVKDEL
HIF-2a block: HIF-2a reporter inhibitors, primary screen, luminescence, 786-0 RCC cells; actives 0.72% (n = 360,000); 786-0 RCC cells HIF-2a reporter, luciferase luminescence, overnight; inhibition, % at 18.8 µM; AID 624352, 2012;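 active means inhibition of the luminescence signal of 40% or more relative to plate controls, in a single-dose primary screen at 18.75 µM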
m5-HT2A agonist: mouse Htr2a agonists via beta-arrestin recruitment, primary screen, cell-based, luminescence; activation, % at 7.6 µM; CHO-K1 mHTR2A beta-arrestin complementation; percent of 30 µM serotonin response; 5-hydroxytryptamine receptor 2A (Mus musculus), P35363; actives 0.66% (n = 360,000);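 active means activation above a run cutoff, the mean activation of all tested compounds plus 3 SD, cut at about 14% in these data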;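 further: 0% = plate median of compound wells and 100% = 30 µM serotonin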
Target sequence (P35363 whole entry, looked up): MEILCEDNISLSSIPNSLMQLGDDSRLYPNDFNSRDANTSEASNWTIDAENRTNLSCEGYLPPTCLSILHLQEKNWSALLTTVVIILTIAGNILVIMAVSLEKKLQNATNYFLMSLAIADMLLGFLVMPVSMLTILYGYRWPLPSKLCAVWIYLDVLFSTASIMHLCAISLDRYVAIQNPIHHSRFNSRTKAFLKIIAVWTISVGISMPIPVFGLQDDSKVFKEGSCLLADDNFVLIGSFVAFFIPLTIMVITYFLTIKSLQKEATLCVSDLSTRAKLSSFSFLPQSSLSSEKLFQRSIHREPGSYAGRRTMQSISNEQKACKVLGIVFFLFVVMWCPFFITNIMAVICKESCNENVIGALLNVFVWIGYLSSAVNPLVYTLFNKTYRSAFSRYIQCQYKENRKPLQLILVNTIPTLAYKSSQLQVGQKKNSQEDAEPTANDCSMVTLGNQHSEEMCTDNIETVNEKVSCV
CaV13 ICDI inh: Disruptors of the CACNA1D IQ motif to Ca2+-dependent inactivation inhibitor domain association, primary screening, Förster resonance energy transfer in intact living … | HEK cells, CFP/YFP FRET ICDI-IQ, plate reader, 10 min; percent FRET-ratio fall versus neutral wells | inhibition, % at 12.3 µM | actives 0.098% (n = 340,000) | AID 743397;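 active means mean replicate inhibition of at least 30% and at least 1% of replicates passing that level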;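 further: 0% = median of the neutral control wells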
H9c2 protect: cardioprotection against H2O2-induced cell death, primary screen, uHTS, H9c2 cells, ATPLite luminescence; H9c2 cardiomyocytes, H2O2 injury protection, 2 h; protection from H2O2 cell death, % at 20 µM; actives 0.63% (n = 360,000); AID 588492, 2011;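 active means compounds giving at least 50% protection of heart cells from peroxide-induced death in the single-dose screen, raw or plate-pattern-corrected value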;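 further: 0% = DMSO wells with peroxide and 100% = DMSO wells without peroxide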
Peg3 promoter: Peg3 promoter-driven luciferase inhibitors, primary screen, cell-based, HeLa, luciferase luminescence | actives 1.7% (n = 360,000) | inhibition, % at 20 µM | HeLa PEG-Prom luciferase reporter, overnight;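 active means inhibition of at least 50% at 20 µM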
hiPSC survival: enhancers of single-cell hiPSC survival, primary screen, ATPlite luminescence. 100% = ROCK inhibitor wells, 0% = DMSO. survival enhancement, % at 20 µM. AID 602274, 2012. actives 0.044% (n = 360,000); in the data active means survival enhancement above about 18%;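 further: cells exposed to compounds for 16 hours before the ATP read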
NR2E3 ag-2: NR2E3 agonists in two-hybrid cells, primary screen, cell-based, luminescence, CHO-S, Gal4-NCOR/VP16-NR2E3; Photoreceptor-specific nuclear receptor (Homo sapiens), Q9Y5X4; luciferase; inhibition of corepressor binding, % at 3.98 µM; actives 0.35% (n = 360,000); AID 602229, 2012;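 active means inhibition above the mean of all tested compounds plus 3 SD, cut at about 70% in these data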;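 further: 0% = DMSO with NR2E3 transfected cells and 100% = cells lacking NR2E3 construct; higher means lower luciferase signal from less NR2E3 corepressor binding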
Shn3 3UTR inh: reduction of Shn3 3'UTR firefly luciferase signal, primary screen, Schnurri-3 inhibitor project, cell-based, Clone20 osteoblasts, set 2 | inhibition, % at 12.5 µM | Clone20 osteoblast Shn3 3'UTR firefly luciferase, 24 h | actives 0.52% (n = 360,000);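 active means mean inhibition of at least 75% with every replicate also reaching 75%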;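 further: 0% = median of neutral control wells and 100% = pilot-screen positive control compound; some compounds past the cut are filed as inactive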
Active calls of the source: *.

How did COc1cccc(CNC(=O)Cn2cccc2)c1 do in these assays?
NR2E3 ag-1: 6.6; TRPM1 prom inh: -2.8; PDI inh: 4.9; HIF-2a block: 5.8; m5-HT2A agonist: 2.0; CaV13 ICDI inh: -4.7; H9c2 protect: 1.6; Peg3 promoter: 16.7; hiPSC survival: -0.4; NR2E3 ag-2: -12.5; Shn3 3UTR inh: 12.4

How did NC1=NC(=O)C(Cc2ccc(OC(F)(F)F)cc2)S1 (centres undefined) do in these assays?
NR2E3 ag-1: -0.7; TRPM1 prom inh: 3.3; PDI inh: 4.2; HIF-2a block: 5.0; m5-HT2A agonist: -3.2; CaV13 ICDI inh: -3.2; H9c2 protect: -5.8; Peg3 promoter: -0.7; hiPSC survival: -0.3; NR2E3 ag-2: -28.4; Shn3 3UTR inh: 0.9

What do the screens show for `CCOC(=O)c1c(NC(=O)CSc2nnc(-c3ccco3)o2)sc(C)c1C`?
NR2E3 ag-1: -2.7; TRPM1 prom inh: 11.0; PDI inh: 10.9; HIF-2a block: -7.2; m5-HT2A agonist: -1.9; CaV13 ICDI inh: -3.4; H9c2 protect: 1.4; Peg3 promoter: 0.1; hiPSC survival: -0.6; NR2E3 ag-2: -4.8; Shn3 3UTR inh: 5.4

How did CC(C)N(Cc1cc2ccccc2[nH]c1=O)C(=O)c1cccnc1 do in these assays?
NR2E3 ag-1: -3.6; TRPM1 prom inh: -3.6; PDI inh: 1.9; HIF-2a block: 8.3; m5-HT2A agonist: 0.3; H9c2 protect: -4.2; Peg3 promoter: 7.4; hiPSC survival: -2.1; NR2E3 ag-2: -12.7; Shn3 3UTR inh: -10.3

How did COc1ccc(N(CC(=O)Nc2cc(C(=O)O)ccc2C)S(=O)(=O)c2c(C)noc2C)cc1 do in these assays?
NR2E3 ag-1: -0.7; TRPM1 prom inh: 1.7; PDI inh: 0.6; HIF-2a block: 14.8; m5-HT2A agonist: 1.1; CaV13 ICDI inh: -5.0; H9c2 protect: 7.6; Peg3 promoter: 11.2; hiPSC survival: -2.5; NR2E3 ag-2: -11.3; Shn3 3UTR inh: 2.8

How did O=C(C1CCCN1S(=O)(=O)c1ccc(Cl)cc1)N1CCN(c2ccccc2)CC1 (centres undefined) do in these assays?
TRPM1 prom inh: 6.2; PDI inh: 3.7; HIF-2a block: 12.9; m5-HT2A agonist: -3.9; CaV13 ICDI inh: -11.0; H9c2 protect: -1.6; Peg3 promoter: 12.1; hiPSC survival: 6.0; NR2E3 ag-2: -11.8; Shn3 3UTR inh: -5.2

How did Cn1c(=O)c2c(ncn2Cc2cc(-c3ccccc3)no2)n(C)c1=O do in these assays?
NR2E3 ag-1: 5.2; TRPM1 prom inh: 2.5; PDI inh: -3.3; HIF-2a block: 13.1; m5-HT2A agonist: -3.9; CaV13 ICDI inh: -0.7; H9c2 protect: 7.6; Peg3 promoter: 21.8; hiPSC survival: 1.0; NR2E3 ag-2: -18.1; Shn3 3UTR inh: 27.2

How did CC(C)(C)OC(=O)C[C@H]1C/C=C\C[C@@H](CC(=O)N(CCO)Cc2ccccc2)C(=O)N[C@@H](c2ccccc2)COC1=O do in these assays?
TRPM1 prom inh: 6.8; PDI inh: 11.6; HIF-2a block: 7.0; m5-HT2A agonist: -0.9; CaV13 ICDI inh: -4.0; H9c2 protect: 3.8; Peg3 promoter: 20.5; hiPSC survival: 0.5; NR2E3 ag-2: -14.5; Shn3 3UTR inh: 6.7

Results for CCc1cccc2c(C(=O)Cn3nnc(-c4ccc(OC)c(OC)c4)n3)c[nH]c12 ?
NR2E3 ag-1: 0.7; TRPM1 prom inh: 12.6; PDI inh: 8.1; HIF-2a block: 0.0; m5-HT2A agonist: 13.2; H9c2 protect: -5.6; Peg3 promoter: 33.1; hiPSC survival: 2.9; NR2E3 ag-2: 26.6; Shn3 3UTR inh: 43.3

How did C/C(=N\Nc1nc(C)cc(-c2ccccc2)n1)c1ccc(F)cc1 do in these assays?
NR2E3 ag-1: -2.2; TRPM1 prom inh: -4.9; PDI inh: -28.0; HIF-2a block: -80.8; m5-HT2A agonist: -3.1; CaV13 ICDI inh: -19.5; H9c2 protect: -8.1; Peg3 promoter: -35.9; hiPSC survival: -0.6; NR2E3 ag-2: -9.5; Shn3 3UTR inh: -8.4

What do the screens show for `O=C(c1ccc(N2CCN(C(=O)c3ccc(F)c(F)c3)CC2)cc1)c1cccc(F)c1`?
NR2E3 ag-1: -1.8; TRPM1 prom inh: 16.3; PDI inh: 2.8; HIF-2a block: 8.8; m5-HT2A agonist: 5.5; H9c2 protect: -5.2; Peg3 promoter: 36.7; hiPSC survival: 1.4; NR2E3 ag-2: -0.2; Shn3 3UTR inh: 35.2

How did Cc1ccc(OCC(=O)c2cc(C)n(CC(F)(F)F)c2C)c([N+](=O)[O-])n1 do in these assays?
NR2E3 ag-1: 0.9; TRPM1 prom inh: 4.5; PDI inh: 6.0; HIF-2a block: -36.7; m5-HT2A agonist: -2.8; CaV13 ICDI inh: -5.3; H9c2 protect: -14.4; Peg3 promoter: -13.4; hiPSC survival: -2.5; NR2E3 ag-2: 22.9; Shn3 3UTR inh: -10.1

What do the screens show for `O=C(Nc1ccc2c(c1)OCO2)c1cccc(S(=O)(=O)N2CCOCC2)c1`?
NR2E3 ag-1: 3.8; TRPM1 prom inh: -2.1; PDI inh: 7.6; HIF-2a block: -90.1; m5-HT2A agonist: 6.8; CaV13 ICDI inh: -5.3; H9c2 protect: 0.8; Peg3 promoter: -78.0; hiPSC survival: -0.1; NR2E3 ag-2: -41.6; Shn3 3UTR inh: 0.6

What do the screens show for `CC1CCCN(c2cc(N(C)CCO)c([N+](=O)[O-])c3nonc23)C1` (centres undefined)?
NR2E3 ag-1: 3.5; TRPM1 prom inh: 7.2; PDI inh: 1.3; HIF-2a block: -1.9; m5-HT2A agonist: 7.3; CaV13 ICDI inh: -19.0; H9c2 protect: 1.4; Peg3 promoter: 21.8; hiPSC survival: -0.3; NR2E3 ag-2: -6.9; Shn3 3UTR inh: -21.4

What do the screens show for `O=C(CN1C(=O)COc2ccccc21)NCCCN1CCc2ccccc2C1`?
NR2E3 ag-1: 0.1; TRPM1 prom inh: 5.8; PDI inh: 0.6; HIF-2a block: -1.8; m5-HT2A agonist: 0.8; CaV13 ICDI inh: -9.1; H9c2 protect: 9.1; Peg3 promoter: 16.2; hiPSC survival: -3.5; NR2E3 ag-2: 2.9; Shn3 3UTR inh: -6.4

What do the screens show for `COc1coc(C(O)CN)cc1=O` (centres undefined)?
NR2E3 ag-1: 4.3; TRPM1 prom inh: 20.2; PDI inh: 19.3; HIF-2a block: -2.1; m5-HT2A agonist: 4.5; CaV13 ICDI inh: -6.9; H9c2 protect: -3.3; Peg3 promoter: 1.8; hiPSC survival: -0.7; NR2E3 ag-2: -18.6; Shn3 3UTR inh: -5.2

What do the screens show for `CC(=O)NC(CC(=O)Nc1nc(-c2ccccc2)c(C(C)=O)s1)c1ccccc1` (centres undefined)?
NR2E3 ag-1: 4.3; TRPM1 prom inh: -6.1; PDI inh: 5.8; HIF-2a block: 7.9; m5-HT2A agonist: 0.6; CaV13 ICDI inh: -7.0; H9c2 protect: 0.8; Peg3 promoter: 1.8; hiPSC survival: -0.3; NR2E3 ag-2: -12.3; Shn3 3UTR inh: -2.3

How did COc1ccccc1-c1nc(C#N)c(NCCCn2ccnc2)o1 do in these assays?
NR2E3 ag-1: -1.3; TRPM1 prom inh: -10.6; PDI inh: 8.9; HIF-2a block: 14.1; m5-HT2A agonist: 3.7; CaV13 ICDI inh: -4.6; H9c2 protect: 3.2; Peg3 promoter: 9.8; hiPSC survival: -0.2; NR2E3 ag-2: -1.0; Shn3 3UTR inh: -16.7

Results for CCCn1c(SCC(=O)C(C)(C)C)nc2ccccc21 ?
NR2E3 ag-1: -3.5; TRPM1 prom inh: 3.3; PDI inh: -8.4; HIF-2a block: 11.9; m5-HT2A agonist: 0.6; CaV13 ICDI inh: -5.2; H9c2 protect: -0.9; Peg3 promoter: 14.8; hiPSC survival: -2.3; NR2E3 ag-2: 9.8; Shn3 3UTR inh: -66.3

Results for CCOc1ccccc1NC(=O)CN1CCC(NC(=O)Nc2ccccc2)CC1 ?
NR2E3 ag-1: 1.5; TRPM1 prom inh: -0.2; PDI inh: 9.4; HIF-2a block: 26.2; m5-HT2A agonist: -11.2; CaV13 ICDI inh: -6.7; H9c2 protect: 20.4; Peg3 promoter: 32.3; hiPSC survival: -0.2; NR2E3 ag-2: -0.1; Shn3 3UTR inh: 3.2

Results for Cc1nnc2n(-c3ccccc3)c(=O)c3c4c(sc3n12)COC(C(C)C)C4 (centres undefined) ?
NR2E3 ag-1: 0.3; TRPM1 prom inh: -3.9; PDI inh: 1.7; HIF-2a block: 13.0; m5-HT2A agonist: 1.2; CaV13 ICDI inh: -7.1; H9c2 protect: 13.3; Peg3 promoter: 5.1; hiPSC survival: 5.0; NR2E3 ag-2: -0.7; Shn3 3UTR inh: -12.2

What do the screens show for `Cn1cnc(S(=O)(=O)N2CCCCC2c2cc(C(=O)NCc3ccc(Cl)c(Cl)c3)no2)c1` (centres undefined)?
PDI inh: 14.0; HIF-2a block: 17.8; m5-HT2A agonist: 0.7; CaV13 ICDI inh: -5.0; H9c2 protect: -2.0; Peg3 promoter: 13.0; hiPSC survival: -0.4; NR2E3 ag-2: -17.0; Shn3 3UTR inh: -7.9

Results for O=C(O)CCC(=O)Nc1ccc(Cc2ccc(NC(=O)CCC(=O)O)c(O)c2)cc1O ?
NR2E3 ag-1: -3.3; TRPM1 prom inh: -6.7; PDI inh: -6.0; HIF-2a block: 4.4; m5-HT2A agonist: -3.9; CaV13 ICDI inh: -4.7; H9c2 protect: 1.9; Peg3 promoter: 7.7; hiPSC survival: 0.2; NR2E3 ag-2: -24.1; Shn3 3UTR inh: 8.7
